KOR beta-arrestin-1 = kappa opioid receptor blockers – cell-based, luminescence, uHTS (AID 1778) | KOR beta-arrestin recruitment, luminescence, antagonist mode; higher % means a stronger effect | one-dose inhibition, % at 10 µM; IC50 in µM for titrated hits | actives 0.091% (n = 290,000); note: strong numbers were not always called active
KOR beta-arrestin-2 = kappa opioid receptor activators – cell-based, luminescence, uHTS, primary screen (AID 1777); actives 0.02% (n = 280,000); KOR beta-arrestin recruitment, luminescence; higher % means a stronger effect; activation, % at 10 µM, or EC50 in µM where a hit was titrated; in the data active = activation above about 50%, passing the limit was not always enough; note: a part of the inactive calls stands beside numbers as strong as those of hits
Yfh1-off respiration = mitochondrial function rescue without frataxin homolog – Friedreich's ataxia, plus single-dose screen, dose response (AID 1465); S. cerevisiae Yfh1-off respiration, WST-1 reduction, 72 h; higher fold induction means a stronger effect; fold induction at 50 µM, or EC50 in µM where a hit was titrated; actives 0.074% (n = 220,000);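 active = fold induction of absorbance versus untreated yeast above a set limit, then at least 30% activation at any dose in follow-up; inconclusive = repeats straddling the limit, or above it without dose testing; inactive = fold induction below the set limit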;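 note: activators that raise dye reduction in frataxin-depleted yeast; strong numbers were not always called active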
West Nile virus CPE = inhibition of WNV-induced cytopathic effect – cell-based, CPE readout (AID 1621). West Nile virus-infected cells, CPE inhibition; higher % means a stronger effect. CPE inhibition, % at 10 µM, or IC50 in µM where a hit was titrated. actives 0.02% (n = 290,000); in the data active = a potency from the dose series; inconclusive = CPE inhibition mostly from about 3.7% at the one dose, without a potency; inactive = the rest, 99 in 100 with CPE inhibition below about 2.2%; note: strong numbers were not always called active
Dengue-2 NS5 capping = Dengue-2 NS5 methyltransferase inhibitors, primary screen, biochemical, confirmation dose response (AID 588689). Dengue-2 NS5 methyltransferase capping enzyme assay, biochemical; higher % means a stronger effect. inhibition, % at 25 µM; hits with a dose series show IC50 in µM. actives 0.3% (n = 340,000); in the data active = a potency from the dose series; inconclusive = inhibition above about 29% without an active follow-up result
HIV fusion peptide = cell-free HIV fusion peptide-binding blockers – biochemical, uHTS, fluorescence dequenching, primary screen (AID 1986); one-dose inhibition, % at 20 µM; IC50 in µM for titrated hits; cell-free peptide binding, fluorescence dequenching, 30 min; higher % means a stronger effect; actives 0.3% (n = 290,000); in the data active = inhibition mostly above about 52%, no sharp cut-off; inactive = mostly below about 76%; note: some results filed as inactive read as strong as hits
AID2073 = inhibitors of Mint1-CaV2.2 protein interaction, biochemical, HTRF (AID 2073). HTRF protein-protein interaction, Mint1-CaV2.2; higher % means a stronger effect. inhibition, % at 20 µM; hits with a dose series show IC50 in µM. actives 0.19% (n = 290,000); in the data active = inhibition mostly above about 51%, no sharp cut-off; inconclusive = no clear call, values can overlap the other calls; inactive = mostly below about 53%; note: some results filed as inactive read as strong as hits
NOD2 inhibition = inhibition of NOD2-driven NF-kB reporter – cell-based, luminescence, uHTS, HEK293 (AID 1566) | one-dose inhibition, % at 4 µM; EC50 in µM for titrated hits | actives 0.63% (n = 290,000) | HEK293 NOD2/NF-kB luciferase reporter, luminescence; higher % means a stronger effect; note: many of its hits are not listed in these tables
NOD1 inhibition = inhibition of NOD1-driven NF-kB reporter – cell-based, luminescence, uHTS, primary screen (AID 1578); NOD1-driven NF-kB luciferase reporter cells, luminescence; higher % means a stronger effect; actives 1% (n = 290,000); inhibition, % at 4 µM; hits with a dose series show EC50 in µM; in the data active = inhibition mostly above about 36%, no sharp cut-off; inactive = mostly below about 34%;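 note: HEK-293T reporter cells stimulated with the NOD1 agonist gamma-tri-DAP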
Dengue-2 NS5 capping pilot replicate = second read-out of Dengue-2 NS5 capping, no call of its own (marks repeat the call); inhibition, %; measured here: pilot screen replicate inhibition
* marks the source's active call; other numbers are inactive results; i = inactive; ? = inconclusive; . = no result given; [ ] = dose if it differs, or a comment. Cut-off read from the data, not from the text of the source, unless noted: active = inhibition above about 50%; inactive = the rest. Not all compounds are listed; count on the stated rates, not on these rows.

Sample of the layout (five entries):
SMILES	KOR beta-arrestin-1	KOR beta-arrestin-2	Yfh1-off respiration	West Nile virus CPE	Dengue-2 NS5 capping	HIV fusion peptide	AID2073	NOD2 inhibition	NOD1 inhibition	others
COc1ccccc1NC(=O)CNC(c1ccccc1)c1ccccc1	-18%	-0.7%	.	0.0%	-7%	-1.6%	5%	-33%	30%
CCOC(=O)c1cc2sc(C)cc2n1CC(=O)N(CC)CC	-22%	6.7%	i	-0.1%	1%	-0.5%	-4%	1%	9%
CCc1c(C)c2cc(Cl)c(O)c(CN3CCCCC3)c2oc1=O	-22%	0.4%	i	-0.2%	2%	0.5%	47%	16%	13%
CC(C)CC(C(=O)Nc1oc(-c2ccco2)c(-c2ccco2)c1C#N)N1C(=O)c2ccccc2C1=O (configuration not stated)	-22%	-4.2%	i	-0.1%	-3%	-0.7%	42%	2%	-1%
CCN(CC)c1ccc(C2Nc3cccc4cccc(c34)N2)c(O)c1	-7%	-0.4%	i	0.1%	0%	0.4%	4%	-18%	-43%

Results, from the start:
SMILES	KOR beta-arrestin-1	KOR beta-arrestin-2	Yfh1-off respiration	West Nile virus CPE	Dengue-2 NS5 capping	HIV fusion peptide	AID2073	NOD2 inhibition	NOD1 inhibition	others
COc1ccccc1NC(=O)CNC(c1ccccc1)c1ccccc1	-18%	-0.7%	.	0.0%	-7%	-1.6%	5%	-33%	30%
CCOC(=O)c1cc2sc(C)cc2n1CC(=O)N(CC)CC	-22%	6.7%	i	-0.1%	1%	-0.5%	-4%	1%	9%
CCc1c(C)c2cc(Cl)c(O)c(CN3CCCCC3)c2oc1=O	-22%	0.4%	i	-0.2%	2%	0.5%	47%	16%	13%
CC(C)CC(C(=O)Nc1oc(-c2ccco2)c(-c2ccco2)c1C#N)N1C(=O)c2ccccc2C1=O (configuration not stated)	-22%	-4.2%	i	-0.1%	-3%	-0.7%	42%	2%	-1%
CCN(CC)c1ccc(C2Nc3cccc4cccc(c34)N2)c(O)c1	-7%	-0.4%	i	0.1%	0%	0.4%	4%	-18%	-43%
O=C(NNC(=O)c1cccc(S(=O)(=O)N2CCN(c3ccccc3)CC2)c1)c1ccc(Cl)cc1	-6%	8.5%	i	?	-4%	0.6%	-2%	8%	-20%
COC(=NC(C)C)NC(C)C	22%	0.7%	i	0.1%	.	0.7%	12%	21%	-3%
CCOC(=O)c1nn(-c2ccc(Br)cc2)cc1C(=O)c1cccc2ccccc12	2%	3.6%	i	-1.0%	-2%	0.4%	4%	-105%	0%	Dengue-2 NS5 capping pilot replicate=-3.9
Fc1ccccc1CSc1nnnn1-c1ccc2c(c1)OCO2	37%	-2.3%	i	0.9%	1%	-0.8%	-6%	-8%	-28%
O=S(=O)(Nc1cccnc1)c1cccc(C(F)(F)F)c1	-1%	-0.3%	i	0.1%	-7%	2.4%	4%	-5%	.
COC(=O)Cc1csc(/N=C/c2c(O)n(-c3cccc(C(F)(F)F)c3)c(=O)c3ccccc23)n1	2%	-2.2%	i	-0.1%	17%	8.3%	-12%	1%	-26%
CN(C1=NS(=O)(=O)c2ccccc21)c1ccc(OC(=O)c2ccccc2)cc1	-68%	2.5%	.	-0.1%	3%	0.0%	16%	5%	15%
CCn1c(COc2ccc(=O)n(-c3ccccc3)n2)n[nH]c1=S	-22%	-2.7%	i	0.8%	-6%	0.8%	-10%	0%	-54%
Cc1oc(-c2ccccc2Cl)nc1CN1CCCCC1c1cccnc1 (configuration not stated)	-13%[20 µM]	3.4%	i	-1.3%	1%	2.2%	15%	-6%	-27%
O=C(/C=C/c1c(Cl)nc2ccccn12)Nc1ccc(F)cc1	-2%	-5.1%	i	-0.7%	0%	2.7%	3%	-13%	-43%
Cc1sc(NC(=O)COc2cccc(-n3cnnn3)c2)c(C#N)c1C	-4%	1.8%	i	1.5%	7%	2.9%	-3%	6%	-33%	Dengue-2 NS5 capping pilot replicate=-1.8
COc1ccc(NC(=S)Nc2ccccc2C(F)(F)F)cc1	-1%	-1.6%	i	1.4%	0%	0.5%	4%	-4%	-23%
Cc1cccc(NC(=S)N2CCC(c3nc4ccccc4o3)CC2)c1C	12%	-0.3%	i	-0.3%	-6%	-2.3%	17%	16%	3%
Cc1ccc(NC(=O)CN2CCCC2)cc1Br	-31%[20 µM]	10%	.	-0.7%	1%	-0.1%	5%	1%	-20%
CCCOc1ccc(N2C(=O)CC(N(Cc3ccco3)C(C)=O)C2=O)cc1 (configuration not stated)	-22%[20 µM]	-5.8%	i	-0.8%	.	0.6%	-1%	-8%	-41%

Filtered by structure: the compounds so far containing a thiophene ring, fused or not (2)
SMILES	KOR beta-arrestin-1	KOR beta-arrestin-2	Yfh1-off respiration	West Nile virus CPE	Dengue-2 NS5 capping	HIV fusion peptide	AID2073	NOD2 inhibition	NOD1 inhibition	others
CCOC(=O)c1cc2sc(C)cc2n1CC(=O)N(CC)CC	-22%	6.7%	i	-0.1%	1%	-0.5%	-4%	1%	9%
Cc1sc(NC(=O)COc2cccc(-n3cnnn3)c2)c(C#N)c1C	-4%	1.8%	i	1.5%	7%	2.9%	-3%	6%	-33%	Dengue-2 NS5 capping pilot replicate=-1.8

Carrying on.
SMILES	KOR beta-arrestin-1	KOR beta-arrestin-2	Yfh1-off respiration	West Nile virus CPE	Dengue-2 NS5 capping	HIV fusion peptide	AID2073	NOD2 inhibition	NOD1 inhibition	others
CCOC(=O)N1CCN(Cc2nnc(-c3ccccc3Cl)o2)CC1	-11%	-0.9%	.	-1.2%	-9%	1.7%	18%	14%	-5%
COCCNC(=S)N/N=C(\C)c1cccc(C(F)(F)F)c1	-7%	-3.4%	i	-0.3%	-4%	-1.0%	-12%	8%	-18%
CC(=O)c1ccc(N2CCc3ccccc3C2)c([N+](=O)[O-])c1	2%	8.4%	i	-0.2%	.	-0.7%	-9%	-49%	-17%
O=C(O)c1cccc2c1/C(=N/Nc1ccc([N+](=O)[O-])cc1[N+](=O)[O-])c1ccccc1-2	24%	1.3%	.	0.0%	20%	-1.7%	31%	24%	-4%
CCCN1CCN(CCCNC(=O)CCN2C(=O)COc3ccccc32)CC1	17%	-0.7%	.	0.8%	-8%	0.4%	16%	-15%	-19%
C=CCn1c(=O)c2c(nc3n2CCCN3Cc2ccccc2)n(C)c1=O	-27%	-0.5%	.	-0.3%	-3%	-0.1%	?	24%	10%
N#CCc1nc(C(c2ccccc2)c2ccccc2)no1	-21%	-0.9%	.	-0.8%	-30%	0.8%	12%	-10%	9%
CC1=C(C(N)=O)C(c2ccc(F)cc2)n2nc(CCCO)nc2N1 (configuration not stated)	-31%	5.6%	.	0.4%	-3%	0.0%	?	-14%	0%
O=C(Cn1nnc(-c2ccccc2)n1)N/N=C/c1cccc([N+](=O)[O-])c1O	0%	-8.7%	i	-0.7%	.	3.8%	5%	5%	-2%
Cc1nc(N2CCCCC2)nc(N2CCCCC2)c1C=O	-28%	5.3%	i	-1.1%	5%	4.5%	-4%	13%	-42%
Nc1ccc2c(c1)OC1(CCCCC1)O2	-10%	-3.6%	i	-0.8%	6%	1.5%	-29%	13%	-20%
c1ccc(Cn2c(Nn3cnnc3)nc3ccccc32)cc1	-21%	3.4%	i	-0.1%	0%	-0.4%	-6%	-14%	-8%
O=C(CCN1CCN(c2ccccc2F)CC1)Nc1ccc(F)cc1	-6%[20 µM]	-3.2%	.	-0.6%	-9%	-0.1%	-2%	10%	-14%
COC(=O)c1ccc(COc2ccccc2/C=C/C(=O)c2ccc(OCC(=O)O)cc2)cc1	-68%	0.6%	.	3.0%	4%	42%	17%	-57%	24%
CC(=O)Nc1ccccc1NC(=O)C/C(C)=N/NC(=O)c1ccc([N+](=O)[O-])c(Cl)c1	-38%	2.0%	i	0.2%	1%	-0.8%	1%	-1%	-27%
Cn1c(NCc2c(O)ccc3ccccc23)nc2ccccc21	-12%	-0.2%	i	-0.7%	-10%	-0.8%	-10%	-26%	16%
COc1ccc(-n2c(O)c(/C=N/NS(=O)(=O)c3ccc(C)cc3)c3ccccc3c2=O)cc1OC	-12%	3.1%	i	0.8%	-3%	152%	21%	12%	-12%
COc1ccc(N2CCN(C(=O)CCS(=O)(=O)c3ccc(C)cc3)CC2)cc1	-1%	-1.1%	.	-1.0%	-3%	-1.4%	3%	4%	-7%
COCCCNC(=O)/C(C#N)=C/c1ccc(F)cc1	-17%	-1.4%	i	-0.1%	-7%	-0.4%	-9%	-4%	-16%
CCn1c(SCC(=O)Nc2cc(C)on2)nnc1-c1ccco1	-23%	0.6%	i	-0.7%	-4%	-0.1%	-1%	-5%	7%
COc1ccc(S(=O)(=O)N(C)CC(=O)NCc2cccnc2)cc1	5%	6.2%	i	-0.1%	-15%	0.3%	3%	-2%	-22%
COc1cccc(/C=N/NC(=O)c2c(C)nc3ccc(Cl)cn23)c1OC	-14%	-2.8%	.	-0.3%	-2%	1.1%	12%	12%	-10%
COc1ccc(-c2noc(CCC(=O)NCc3cc(Br)ccc3OC)n2)cc1	24%	5.8%	i	-0.4%	-3%	-2.9%	-4%	6%	-15%
COc1ccc2c(C)cc(SCC(=O)Nc3ccc(Cl)cn3)nc2c1	18%	36%	i	0.5%	2%	2.7%	3%	1%	-28%
Cc1ccccc1OCC(=O)Nc1ccc(Cc2ccncc2)cc1	-31%	3.1%	i	0.0%	-2%	-1.2%	7%	1%	42%
COC(=O)C1=C(C)NC(C)=C(C(=O)OC(C)C)C1c1cccc2nonc12 (configuration not stated)	24%	-2.1%	i	0.1%	-2%	-0.7%	5%	12%	8%
COc1ccccc1-c1cc(C(F)(F)F)nc(N2CCOCC2)n1	20%	2.5%	i	-0.1%	-10%	0.6%	-2%	-1%	13%
CC(=O)Nc1ccc(Nc2ccc([N+](=O)[O-])cn2)cc1	-11%	-0.6%	.	-0.6%	.	0.7%	10%	0%	-1%
CC(=O)Nc1ccc(NS(=O)(=O)c2cc(-c3cnc(C4CC4)o3)ccc2C)cc1	-29%	7.6%	.	1.7%	-5%	0.9%	4%	-35%	-16%
CCOc1ccc(S(=O)(=O)NCc2ccccn2)cc1NC(=O)c1ccccc1F	-109%	-0.7%	.	2.9%	9%	-0.9%	10%	-3%	-6%
Cn1cc(S(=O)(=O)Nc2ccc(Br)cc2F)c(=O)n(C)c1=O	-12%	-0.1%	i	0.1%	0%	-1.2%	-5%	8%	-3%
Cc1ccc(N2CCN(/N=C/c3cccnc3)CC2)cc1	-8%	-2.8%	.	-0.6%	-5%	-0.2%	-2%	11%	-12%

Pulled one by one from above (three):
SMILES	KOR beta-arrestin-1	KOR beta-arrestin-2	Yfh1-off respiration	West Nile virus CPE	Dengue-2 NS5 capping	HIV fusion peptide	AID2073	NOD2 inhibition	NOD1 inhibition	others
Cn1cc(S(=O)(=O)Nc2ccc(Br)cc2F)c(=O)n(C)c1=O	-12%	-0.1%	i	0.1%	0%	-1.2%	-5%	8%	-3%
COc1ccc(-c2noc(CCC(=O)NCc3cc(Br)ccc3OC)n2)cc1	24%	5.8%	i	-0.4%	-3%	-2.9%	-4%	6%	-15%
Cc1ccc(N2CCN(/N=C/c3cccnc3)CC2)cc1	-8%	-2.8%	.	-0.6%	-5%	-0.2%	-2%	11%	-12%

Assay outcomes from PubChem BioAssay.
